# Screening data (PubChem BioAssay)
# ERK EGF block = EGF-driven ERK pathway inhibition. HEK293-V1b, EGF-stimulated phospho-ERK AlphaScreen. Potency, µM (series often up to 11.5 µM), for the others: at the highest dose activity change, negative = inhibition, actives largely listed as inhibitors. actives 0.41% (n = 130,000). AID 1454; active = well fitted inhibition curve with a large enough effect; inconclusive = small, poorly fitted or top-dose-only effect, or effect the other way;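 note: plate controls were stimulated vehicle wells for no effect and unstimulated vehicle basal for full effect; nearly all actives have a fitted effect of over 55% in size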
#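 Readout: AlphaScreen signal for phosphorylated ERK in lysed HEK293 cells stably expressing V1b. Stimulus 25 nM EGF, 5 min, following 30 min compound exposure. Data scaled to DMSO basal and full EGF activation.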
# * marks the source's active call; other numbers are inactive results; u = inconclusive; & = joins results of further samples; [ ] = dose if it differs, or a comment. Potency is the fitted concentration of half-maximal effect.
# The opening three compounds, to show the layout:
Structure	ERK EGF block
CCc1ccc(OCC(=O)N/N=C\c2ccco2)c([N+](=O)[O-])c1	-8%
NC(=O)N/N=C/c1cccc(OCc2ccc(F)cc2)c1	1%[57.5 µM]
COC(=O)CCCC1=CC2=CC(=O)C(C)(OC(=O)c3cccs3)C(=O)C2=CN1Cc1ccco1 (centres undefined)	-4%[57.5 µM]

# The list itself, from the first entry:
Structure	ERK EGF block
CCc1ccc(OCC(=O)N/N=C\c2ccco2)c([N+](=O)[O-])c1	-8%
NC(=O)N/N=C/c1cccc(OCc2ccc(F)cc2)c1	1%[57.5 µM]
COC(=O)CCCC1=CC2=CC(=O)C(C)(OC(=O)c3cccs3)C(=O)C2=CN1Cc1ccco1 (centres undefined)	-4%[57.5 µM]
Fc1ccc(C(c2nnnn2Cc2cccs2)N2CCN(c3ccccc3)CC2)cc1 (centres undefined)	-3%
O=C(CN1CCN(c2cccc(Cl)c2)CC1)Nc1ccc([N+](=O)[O-])cc1C(=O)Nc1ccccc1F	5%
CCOC(=O)C(NC(=O)c1cccc(Cl)c1)(OCc1ccc(F)cc1)C(F)(F)F (centres undefined)	5%
Cc1ccc(/C=N/NC(=O)Cn2nnc(N)n2)cc1	-8%[57.5 µM]
CCOCCCNC(=O)C1CCCN1C(=O)Nc1ccccc1[N+](=O)[O-] (centres undefined)	16%
CC1(C(=O)NCCN2CCOCC2)C=CCN1C(=O)c1ccccc1 (centres undefined)	-7%&5%
O=C1C[C@@H](c2ccc(O[C@@H]3O[C@H](CO)[C@@H](O)[C@H](O)[C@H]3O)cc2)Oc2cc(O)ccc21	-2%
COc1ccc(NS(=O)(=O)c2ccc(-c3n[nH]c(=S)n3Cc3ccccc3)cc2)cc1	-26%[57.5 µM]
CC(C)Cn1nnnc1S(=O)(=O)CCc1ccccc1	-2%
CCN(CC(=O)NC(C)C)C(=O)C(CCSC)NC(=O)c1ccccc1OC (centres undefined)	4%
O=C(Nc1ccccc1Cl)Nc1cccnc1Cl	7%
O=C(CN1C(=O)CCS(=O)(=O)c2ccccc21)Nc1ccc2c(c1)OCCO2	3%
Cc1cccc(Nc2nnc(SCC(=O)Nc3ccc(C(=O)O)cc3)s2)c1	0%
O=C(O)c1ccc(S(=O)(=O)N(Cc2cccs2)CC2CCCO2)cc1 (centres undefined)	-3%[57.5 µM]
CS(=O)(=O)N1CCC2(CCCN(c3cccc(-c4ccccc4)c3)C2)CC1	-3%
O=C(Nc1cccc([N+](=O)[O-])c1)C1C2CC/C=C\CCC21 (centres undefined)	-3%[57.5 µM]
C#C[C@@]1(O)CC[C@@H]2[C@@H]3CCC4=CC(=O)CC[C@@H]4[C@H]3CC[C@]21C	4%[25.7 µM]

# Looked up by compound from the list above (two):
Structure	ERK EGF block
O=C(CN1C(=O)CCS(=O)(=O)c2ccccc21)Nc1ccc2c(c1)OCCO2	3%
O=C(O)c1ccc(S(=O)(=O)N(Cc2cccs2)CC2CCCO2)cc1 (centres undefined)	-3%[57.5 µM]

# Some of the entries so far, with each value named.
> O=C(Nc1cccc([N+](=O)[O-])c1)C1C2CC/C=C\CCC21 (centres undefined)
  ERK EGF block = -3%[57.5 µM]
> C#C[C@@]1(O)CC[C@@H]2[C@@H]3CCC4=CC(=O)CC[C@@H]4[C@H]3CC[C@]21C
  ERK EGF block = 4%[25.7 µM]

# Later entries.
Structure	ERK EGF block
Cc1[nH]c2ccccc2c1CCN(Cc1cccnc1)C(=S)Nc1ccc(F)cc1	-18%
O=C(CSc1ncnc2c1nnn2-c1ccc(F)cc1)NCc1ccco1	-3%
CCOCCCNC(=O)/C(C#N)=C/c1ccc(-c2ccc(S(=O)(=O)N3CCOCC3)cc2)o1	6%
O=C(CN1CCN(c2ccccn2)CC1)N1c2ccccc2CCc2ccccc21	3%
COc1ccc(NC(=O)CCSc2ccc3ccccc3n2)cc1	1%
CCN(CC)CCCCCCCCOC(=O)c1cc(OC)c(OC)c(OC)c1	9%
Cc1c(C(=S)Nc2ccccc2)cnn1-c1ccc([N+](=O)[O-])cc1	-16%
COCCNC(=O)/C(C#N)=C/c1nc(N(C)C)n(-c2ccc(F)cc2)c1Cl	-9%
CC(=O)Nc1ccc(NC(=O)CSc2ccccn2)cc1	0%
COc1ccc([N+](=O)[O-])cc1NC(=O)c1cn(-c2ccc(Cl)cc2)c(=O)c2ccccc12	1%
COc1ccc2cc(-c3cc(C(=O)OCC(=O)Nc4c(C)n(C)n(-c5ccccc5)c4=O)c4ccccc4n3)ccc2c1	-6%
C[C@@H]1CCC[C@H](C)N1Cc1nc(Cc2ccccc2Cl)no1	-10%
O=C(N/N=C\c1cc(Br)c(Br)o1)C1COc2ccccc2O1 (centres undefined)	-3%[57.5 µM]
Cc1ccc(N2C(=O)/C(=C\c3ccc(C(C)C)cc3)N=C2SC2CCOC2=O)cc1 (centres undefined)	-4%
COCc1c(C(=O)N/N=C/c2cccc3ccccc23)nnn1-c1nonc1N	-1%
CSc1ccc(NC(=O)N2CC=C(n3c(=O)[nH]c4ccccc43)CC2)cc1	7%
O=C(O)CC(NC(=O)C12CC3CC(CC(C3)C1)C2)c1cc([N+](=O)[O-])ccc1Cl (centres undefined)	-3%
Cc1cc([N+](=O)[O-])nn1CC(=O)N1c2ccccc2CC1C (centres undefined)	2%
COc1c(C(=O)Nc2ccc(Cc3ccncc3)cc2)ccc2ccccc12	u
O=c1c2ccccc2nc(/C=C/c2ccccc2)n1CCc1ccccc1	-2%
N#Cc1ccc(CN2CC[C@@]3(CCCN(S(=O)(=O)c4ccccc4)C3)C2)cc1	-8%
C/C(=N\N=c1/scc(C)n1Cc1ccco1)c1cccc([N+](=O)[O-])c1	u
O=C(COC(=O)c1cc(-c2cccs2)nn1-c1ccccc1)Nc1cccc([N+](=O)[O-])c1	0%
O=C(Nc1ccccc1)Nc1ccc2ccccc2c1	11%[57.5 µM]
COc1ccc(-c2c(C(C)=O)c(C)n(C)c2C)cc1	13%
CC1SCC(=O)N(CC(=O)NCCc2ccccc2)C1=O (centres undefined)	-16%
COC(=O)c1ccc2c(c1)NC1=C(C(=O)CC(C)(C)C1)C(c1ccncc1)N2 (centres undefined)	-5%
COc1ccc(Cc2noc(CN3CCCC(C(=O)c4cccs4)C3)n2)cc1OC (centres undefined)	-16%
CCOc1cc(N2CCOCC2)c(OCC)cc1NC(=O)Cn1cnc2c(=O)n(C)c(=O)n(C)c21	-1%
COc1cccc(/C=N/NC(=O)CN2CC(c3ccccc3)CC2=O)c1OC (centres undefined)	-1%

# (listing goes on)
smiles,ERK EGF block
COc1ccc(C2C(C(=O)N3CCC(C)CC3)c3ccccc3C(=O)N2C)cc1 (centres undefined),-11%
CCn1c(C)nc2cc(C(=O)NNC(=O)CCC3CCCCC3)ccc21,-6%
O=C(Nc1cccc(-c2nc3ccccc3o2)c1)c1cccnc1,0%
C=CCNC(=O)c1cc(Cl)ccc1[N+](=O)[O-],5%
CCC(=O)OCC(=O)Nc1ccc([N+](=O)[O-])cc1OC,-5%
Cc1ccc(-c2csc(NC(=O)C3CC(=O)N(Cc4ccco4)C3)n2)cc1 (centres undefined),-4%
COc1ccccc1/C=C\C=N\n1c(-c2ccc(Cl)cc2Cl)n[nH]c1=S,3%
CCOC(=O)c1c(O)c2ccccc2n(CC)c1=O,9%
C=C(C)c1cccc(C(C)(C)NC(=O)Nc2ccccc2OCC)c1,3%
COc1cccc(Oc2ccc(C(F)(F)F)cc2N)c1,-1%
COc1ccc(CNc2nc3nc(C)c(Cl)c(C)n3n2)cc1,11%[57.5 µM]
Cc1cc(-c2ccc(N=Nc3ccc4c(S(=O)(=O)O)cc(S(=O)(=O)O)c(N)c4c3O)c(C)c2)ccc1N=Nc1ccc2c(S(=O)(=O)O)cc(S(=O)(=O)O)c(N)c2c1O,2%
Cc1ccc(NC(=O)COC(=O)c2cccnc2)cc1,-1%
CC(=O)OCCOCn1cnn2c(=O)c(Br)c(C)nc12,4%[57.5 µM]
CCOc1nc2ccccc2cc1/C=C/C(=O)O,0%

# Individual results from the entries so far:
# COc1ccc([N+](=O)[O-])cc1NC(=O)c1cn(-c2ccc(Cl)cc2)c(=O)c2ccccc12 @ ERK EGF block: 1%
# CS(=O)(=O)N1CCC2(CCCN(c3cccc(-c4ccccc4)c3)C2)CC1 @ ERK EGF block: -3%
# CCc1ccc(OCC(=O)N/N=C\c2ccco2)c([N+](=O)[O-])c1 @ ERK EGF block: -8%
# O=C(CSc1ncnc2c1nnn2-c1ccc(F)cc1)NCc1ccco1 @ ERK EGF block: -3%
# CCOc1nc2ccccc2cc1/C=C/C(=O)O @ ERK EGF block: 0%
# O=c1c2ccccc2nc(/C=C/c2ccccc2)n1CCc1ccccc1 @ ERK EGF block: -2%

# Following part:
smiles,ERK EGF block
Cc1nccc(-c2cccc(NC(=O)c3ccccc3Cl)c2)n1,-2%[57.5 µM]
COc1ccc(CNC(=O)CCS(=O)(=O)Cc2ccc(C)cc2)c(OC)c1,-5%
COc1ccc(/C(N)=N/OC(=O)Cc2cccs2)cc1,-14%
CC(C)(C)NC(=O)C(c1ccc(F)cc1)N(CCc1ccccc1)C(=O)c1ccn[nH]1 (centres undefined),-6%
CC1=C(CO)C(=O)OC([C@@H](C)C2CC[C@H]3C4C[C@H]5O[C@]56[C@@H](O)C=CC(=O)[C@]6(C)C4CC[C@]23C)C1 (some centres undefined),5%[57.5 µM]
NNC(=O)[C@H]1C[C@@H]1c1ccccc1,-5%
O=C(/C=C/c1cccs1)NC(=S)Nc1ccccc1,6%
CCOP(=O)(OCC)C(Nc1ccccn1)c1ccc(F)cc1 (centres undefined),1%
COc1ccc(C(=O)C[n+]2ccc(-c3nnc4n3CCCCC4)cc2)cc1,9%[57.5 µM]
CN(Cc1nccn1C)C(=O)c1cc(COc2ccc3ncccc3c2)on1,-5%
CCOC(=O)c1c(C)n(C)c2cc(Br)c(O)c(O)c12,-1%[57.5 µM]
COc1ccc(OCc2nc3c4cc(OC)c(OC)cc4nc(=S)n3[nH]2)cc1,7%
Cc1cc(O)cc(O)c1C=NCc1ccco1,8%
Cc1ccc(N=C2SC(C(=O)Nc3ccc(OC(F)(F)F)cc3)C(N)=C2C(=O)Nc2c(C)cc(C)cc2C)cc1 (centres undefined),-6%
COc1ccc(NC(=O)C(=O)NNC(=O)C(C)Oc2ccc(Cl)cc2Cl)cc1 (centres undefined),-4%
COC(=O)C/C(O)=C(/N=Nc1cccc(C(F)(F)F)c1)C(=O)OC,-2%
O=C(Nc1ccccc1C(=O)Nc1nnc(C(F)(F)F)s1)c1ccccc1,-11%[57.5 µM]
CC(=O)c1ccc(NC(=O)C(C)NCc2ccc(Cl)cc2)cc1 (centres undefined),-11%
CC(=O)Nc1n[nH]c(-c2ccc(C)cc2)c1C,-10%
CCO[C@@H]1OC(C(=O)Nc2ccccc2)=C[C@H](c2coc3ccccc3c2=O)[C@H]1CCCO,8%[57.5 µM]
CCC/C(O)=C1\C(=O)CC(c2ccccc2)CC1=NCCc1c(C)[nH]c2ccc(C)cc12 (centres undefined),-2%
Cc1onc(-c2c(Cl)cccc2Cl)c1C(=O)Nc1ccc(N2CCOCC2)cc1,-12%[57.5 µM]
Cc1ccc(S(=O)(=O)Oc2cc(N)c3c(n2)CCC3)cc1,-26%[57.5 µM]
CN1CCN(C(=O)c2cc3nc(-c4ccco4)cc(C(F)(F)F)n3n2)CC1,-2%
CN(C)S(=O)(=O)c1cccc(NC(=O)COC(=O)c2cc(=O)c3ccccc3o2)c1,4%[57.5 µM]
CC(=O)c1cc(-c2ccccc2)n(CC(=O)Nc2cccc(C)c2C)c1C,6%
CC(C)(C)c1ccc(C(=O)NCc2ccccc2)cc1,8%
O=C1CN(S(=O)(=O)c2ccccc2)CCN1S(=O)(=O)c1ccccc1,8%
Cc1cccc(C(=O)Nc2ccc(N3CCN(S(C)(=O)=O)CC3)cc2)c1,-2%
O=c1c2ccccc2n2c(-c3ccc(F)cc3)nnc2n1Cc1ccccc1,6%
Cc1cc(N2CCCCC2)nc2c(C)cccc12,6%
CCOc1ccc(C(C)=O)cc1Cc1c(O)nc(N)[nH]c1=O,-4%
O=C(N=Nc1c(O)[nH]c2ccccc12)c1ccccc1NS(=O)(=O)c1cccs1,7%
Cc1cc(C)c2nc(SCC(=O)NC(=O)c3cccn3C)cc(C)c2c1,9%
COc1cccc(/C(C)=N/Nc2ncc(Cl)cc2Cl)c1,-2%
CN1C(=O)CC(C(=O)O)SC1=Nc1cccc(C(F)(F)F)c1 (centres undefined),u
Cn1nc(C(C)(C)C)c([N+](=O)[O-])c1C(=O)NC(C)(C)C,7%
CN(C)S(=O)(=O)c1cccc(NC(=O)c2cc(-c3cccs3)nc3ccccc23)c1,5%
CCCCCn1c(CCNC(=O)CCC)nc2ccccc21,0%
O=C(O)c1cccc(S(=O)(=O)Nc2ccc(O)cc2Sc2nc3ccccc3s2)c1,5%
COc1ccccc1NC(=O)/C(C#N)=C/c1c(C)nn(-c2ccc(F)cc2)c1Cl,3%
CCOc1cc(/C=N/NC(=S)Nc2ccccc2C(F)(F)F)ccc1OCC(=O)N1CCOCC1,-1%
COc1ccc(C(=O)N2CCC3(CC2)CCN(c2cccc(-c4ccccc4)c2)CC3)cc1,-5%
COc1ccccc1C(=O)Nc1cccc(Oc2c(F)c(F)c(F)c(F)c2F)c1,-6%[57.5 µM]
COc1ccc(-c2cc(C(=O)Nc3ccc(S(=O)(=O)Nc4ncccn4)cc3)c3ccccc3n2)cc1,2%[57.5 µM]
CC[C@@H](C)C(C(=O)N1CCN(C(=O)OC(C)(C)C)CC1)n1cc(-c2cn([C@@H](C)C(=O)N3CCN(C(=O)OC(C)(C)C)CC3)nn2)nn1 (some centres undefined),-4%[57.5 µM]
COc1cc(/C=C2\CC/C(=C\c3cc(OC)c(O)c(OC)c3)C2=O)cc(OC)c1O,-1%
COc1cc(/C=C2/SC(=S)N(CC(=O)NC(C)(C)C)C2=O)cc(OC)c1OC,6%
CCOC1=NN(c2ccc(Cl)cc2)C(=O)/C1=C\N(C)C,3%

# A portion of the library; count on the stated rates, not on these rows.
